FBW7 activator: activators of human E3 ligase FBW7; Q969H0; AlphaScreen FBW7–phospho-cyclin E peptide binding, activator screen; AID 1259310; normalized activity (activation), % at 26.1 µM; actives 0.13% (n = 650,000); in the data active means normalized activity above about 1.9%;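 further: purified mutant Fbw7 with reduced substrate affinity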
MITF primary: inhibitors of human MITF. O75030. AlphaScreen MITF homodimerization, bead proximity signal. inhibition, % at 2.6 µM. actives 0.91% (n = 650,000). AID 1259374; in the data active means inhibition above about 50%;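 further: 0% = vehicle wells with protein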
Target sequence (O75030 whole entry, looked up): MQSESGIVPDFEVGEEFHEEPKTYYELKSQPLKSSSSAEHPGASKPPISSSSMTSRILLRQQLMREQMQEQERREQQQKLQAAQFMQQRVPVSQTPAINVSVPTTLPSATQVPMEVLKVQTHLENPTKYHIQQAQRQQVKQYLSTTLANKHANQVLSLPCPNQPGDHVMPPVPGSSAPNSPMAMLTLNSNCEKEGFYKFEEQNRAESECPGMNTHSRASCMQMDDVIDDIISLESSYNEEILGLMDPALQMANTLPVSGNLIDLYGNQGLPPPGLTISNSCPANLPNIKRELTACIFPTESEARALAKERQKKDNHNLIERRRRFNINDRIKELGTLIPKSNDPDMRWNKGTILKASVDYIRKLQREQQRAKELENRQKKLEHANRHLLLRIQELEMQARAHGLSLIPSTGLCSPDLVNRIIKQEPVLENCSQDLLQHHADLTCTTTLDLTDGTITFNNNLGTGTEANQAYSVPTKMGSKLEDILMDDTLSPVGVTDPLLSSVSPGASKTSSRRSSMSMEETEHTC
TEAD-YAP block: TEAD-YAP interaction inhibition; HEK-TIYL cells, TEAD-Gal4/YAP UAS-luciferase luminescence; inhibition, % at 9.12 µM; actives 1.4% (n = 640,000); AID 1259422; in the data active means inhibition above about 32%;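 further: 0% = median of test compound wells and 100% = reference inhibitor wells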
GPR151 activ: activates the human receptor GPR151; Q8TDV0; PathHunter beta-arrestin GPR151 cells, luminescence; activation, % at 11.2 µM; actives 1% (n = 650,000); AID 1508602; in the data active means activation above about 4.9%;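 further: 0% = median of compound wells and 100% = cells with positive control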
Target sequence (Q8TDV0 whole entry, looked up): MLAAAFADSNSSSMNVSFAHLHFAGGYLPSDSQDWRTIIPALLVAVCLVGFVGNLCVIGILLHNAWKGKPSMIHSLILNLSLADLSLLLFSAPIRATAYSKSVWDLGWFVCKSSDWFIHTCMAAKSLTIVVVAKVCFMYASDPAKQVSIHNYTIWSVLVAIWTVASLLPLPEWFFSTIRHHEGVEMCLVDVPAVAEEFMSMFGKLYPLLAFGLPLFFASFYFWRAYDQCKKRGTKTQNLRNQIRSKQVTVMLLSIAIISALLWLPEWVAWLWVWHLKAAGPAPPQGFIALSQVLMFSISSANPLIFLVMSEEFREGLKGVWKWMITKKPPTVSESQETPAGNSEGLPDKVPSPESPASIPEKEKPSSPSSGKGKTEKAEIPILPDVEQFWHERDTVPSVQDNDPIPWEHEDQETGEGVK
Active calls of the source: *. Outcome played no part in choosing rows (roughly 3.4% active in at least one column).

How did COc1cc(CNc2nccnc2-c2ccc(O)cc2)cc(OC)c1OC do in these assays?
FBW7 activator: 0.0; MITF primary: 2; TEAD-YAP block: 0; GPR151 activ: 2.1

What do the screens show for `CCOC(=O)c1cnn(-c2nnc(-c3ccc(C)cc3)c3ccccc23)c1N`?
FBW7 activator: 0.2; MITF primary: -3; TEAD-YAP block: -8; GPR151 activ: -0.8

Results for Cc1nn(CCO)c(C)c1Oc1ccccc1O ?
FBW7 activator: 0.1; MITF primary: -7; TEAD-YAP block: 10; GPR151 activ: -0.8

What do the screens show for `O=C(NCc1ccc2c(c1)OCO2)c1cc(Br)ccc1Cl`?
FBW7 activator: 0.0; MITF primary: -10; TEAD-YAP block: 10; GPR151 activ: -0.7

Results for CC(CS(=O)(=O)c1ccc(N)cc1)N1CCOCC1 (centres undefined) ?
FBW7 activator: 0.0; MITF primary: -6; TEAD-YAP block: -3; GPR151 activ: 0.4

How did O=Cc1ccccc1Oc1ccc(C(F)(F)F)cc1[N+](=O)[O-] do in these assays?
FBW7 activator: 0.0; MITF primary: -5; TEAD-YAP block: -16; GPR151 activ: -0.2

Results for COc1ccc(CNC(=O)CSc2nnc3c4ccccc4n(C)c3n2)cc1 ?
FBW7 activator: 0.3; MITF primary: 16; TEAD-YAP block: 2; GPR151 activ: -1.6

Results for CCc1nnc2n1N(C(C)=O)C(c1cccc([N+](=O)[O-])c1)=C(C(C)=O)S2 ?
FBW7 activator: -0.2; MITF primary: -5; TEAD-YAP block: 17; GPR151 activ: 0.4

What do the screens show for `Nc1ccc(-c2cn3c(NC(=O)c4ccccc4)cnc3cn2)cc1`?
FBW7 activator: 0.2; MITF primary: 28; TEAD-YAP block: 0; GPR151 activ: -0.1

What do the screens show for `O=C1CCC(C(=O)OCC(=O)Nc2cccc(F)c2)=NN1`?
FBW7 activator: 0.1; MITF primary: 1; TEAD-YAP block: 2; GPR151 activ: 1.2

What do the screens show for `COc1ccc(C(=O)Nc2ccc(-c3ccc(N4CCOCC4)nn3)cc2)cc1`?
FBW7 activator: -0.2; MITF primary: 5; TEAD-YAP block: -5; GPR151 activ: 0.4

Results for Nc1cccc(CCc2nc3cc4ccccc4cc3[nH]2)c1 ?
FBW7 activator: -0.3; MITF primary: 2; TEAD-YAP block: 24; GPR151 activ: 0.3

How did Cc1nn(CCCC(=O)NCc2ccccc2Cl)c(=O)c2nccn12 do in these assays?
FBW7 activator: -0.3; MITF primary: 0; TEAD-YAP block: -7; GPR151 activ: -2.3

What do the screens show for `CCOc1ccc(C(=O)NCCc2ccc(S(N)(=O)=O)cc2)cc1OCC`?
FBW7 activator: 0.0; MITF primary: 2; TEAD-YAP block: 2; GPR151 activ: -0.6

What do the screens show for `COC(c1ccccc1)c1nnc(CCC(=O)NC2CCN(c3cccc(C)c3)CC2)o1` (centres undefined)?
FBW7 activator: 0.0; MITF primary: 8; TEAD-YAP block: -7; GPR151 activ: -0.7

How did CC(CC(=O)NC(C)c1ccc2c(c1)OCCO2)CC1=NS(=O)(=O)c2ccccc2N1 (centres undefined) do in these assays?
FBW7 activator: -0.2; MITF primary: 9; TEAD-YAP block: 8; GPR151 activ: -1.0

Results for CC(=O)Nc1ccc(-c2nnc(SCC(=O)Nc3ccc(F)cc3)n2C)cc1 ?
FBW7 activator: -0.3; MITF primary: 0; TEAD-YAP block: 4; GPR151 activ: -0.4

What do the screens show for `COc1ccc(-n2c3c(cc(C(=O)NCCO)c2=O)C(=O)CC(C)(C)C3)cc1`?
FBW7 activator: -0.1; MITF primary: -12; TEAD-YAP block: 2; GPR151 activ: -1.1

What do the screens show for `CC1=C(C(=O)OCC(F)(F)F)C(c2ccccc2OC(C)C)NC(=O)N1` (centres undefined)?
FBW7 activator: -0.1; MITF primary: -14; TEAD-YAP block: -3; GPR151 activ: 0.3

Results for COc1ccc2c(c1)CC(c1nc3ncc(-c4ccnc(N)n4)cc3[nH]1)CO2 (centres undefined) ?
FBW7 activator: 0.1; MITF primary: 18; TEAD-YAP block: 22; GPR151 activ: -1.3

What do the screens show for `c1cc(NC2CC2)nc(Nc2ccc(N3CCOCC3)cc2)n1`?
FBW7 activator: 0.2; MITF primary: 13; TEAD-YAP block: -21; GPR151 activ: -3.2

How did Cc1ccccc1C(=O)OCC(=O)NC(=O)NCc1ccccc1 do in these assays?
FBW7 activator: 0.0; MITF primary: -9; TEAD-YAP block: -3; GPR151 activ: -1.4

Results for O=C(CSc1ncnc2c1cnn2-c1ccc(F)cc1)c1ccc(Cl)cc1 ?
FBW7 activator: 0.1; MITF primary: -8; TEAD-YAP block: 0; GPR151 activ: -0.9

How did O=C(/C=C/c1ccc(I)o1)OCC(=O)c1cccs1 do in these assays?
FBW7 activator: 0.1; MITF primary: 22; TEAD-YAP block: 1; GPR151 activ: 1.6

Results for COC(=O)C1=C(N)Oc2cc(C)n(CCN(C)C)c(=O)c2C1c1cccc(OC)c1 (centres undefined) ?
FBW7 activator: -0.1; MITF primary: -1; TEAD-YAP block: -1; GPR151 activ: -0.9

How did CC(=O)Cc1nsc(Nc2ccc(F)cc2)n1 do in these assays?
FBW7 activator: 0.1; MITF primary: -3; TEAD-YAP block: -42; GPR151 activ: -1.0

Results for C=C(C)CN1CCN(c2nc(N3CCN(C)CC3)c3ccccc3n2)CC1 ?
FBW7 activator: -0.4; MITF primary: 1; TEAD-YAP block: 7; GPR151 activ: 2.0

Results for COc1ccc(NC(=O)c2ccccc2NC(=O)Nc2cccc(Cl)c2)cc1 ?
FBW7 activator: -0.3; MITF primary: 3; TEAD-YAP block: -38; GPR151 activ: 0.0

What do the screens show for `Cc1ccc([N+](=O)[O-])cc1NC(=O)C(Cc1ccccc1)N1C(=O)c2ccccc2C1=O` (centres undefined)?
FBW7 activator: -0.6; MITF primary: 12; TEAD-YAP block: 2; GPR151 activ: 2.3

What do the screens show for `CC(=O)Nc1cc2c(nc1C)nc(C)n2Cc1ccc(Br)cc1`?
FBW7 activator: -0.1; MITF primary: -11; TEAD-YAP block: -6; GPR151 activ: 0.5

How did C=CCN1C(=O)C(O)(CC(=O)c2c(C)cc(C)cc2C)c2ccccc21 (centres undefined) do in these assays?
FBW7 activator: -0.3; MITF primary: 17; TEAD-YAP block: -1; GPR151 activ: -0.3

What do the screens show for `CC(C)(C)c1nnc(NC(=O)C2CCN(c3ncccn3)CC2)s1`?
FBW7 activator: 0.0; MITF primary: -14; TEAD-YAP block: 10; GPR151 activ: 2.3

Results for CCc1ccc(NS(=O)(=O)c2cc(C(=O)OC)n(C)c2)cc1 ?
FBW7 activator: -0.1; MITF primary: -6; TEAD-YAP block: 6; GPR151 activ: -0.5

How did COc1ccc2c(c1)C1(NC(=O)c3ccccc3N1)C(=O)N2 (centres undefined) do in these assays?
FBW7 activator: -0.1; MITF primary: -2; TEAD-YAP block: 0; GPR151 activ: -0.3

How did CNC(=O)c1ccc(-c2cccc(Cl)c2)nc1N1CCOCC1 do in these assays?
FBW7 activator: 0.2; MITF primary: 7; TEAD-YAP block: -17; GPR151 activ: -1.3

What do the screens show for `CC(=O)C(C)(C)/C(C)=N/N=C(\N)c1ccc(C)cc1`?
FBW7 activator: 0.1; MITF primary: -8; TEAD-YAP block: -38; GPR151 activ: -0.7

What do the screens show for `Cc1ccc(/C=C/C(=O)NC(=S)N2CCSCC2)cc1`?
FBW7 activator: -0.1; MITF primary: 5; TEAD-YAP block: -21; GPR151 activ: 0.5

How did COc1ccc2nc(SCC(=O)Nc3ccc(NC(C)=O)cc3)[nH]c2c1 do in these assays?
FBW7 activator: -0.3; MITF primary: -10; TEAD-YAP block: -3; GPR151 activ: -1.7

What do the screens show for `CC(c1ccccc1)c1cc(C(=O)N(C)Cc2ncc[nH]2)on1` (centres undefined)?
FBW7 activator: -0.3; MITF primary: -7; TEAD-YAP block: -3; GPR151 activ: 2.3

What do the screens show for `CC(C)(C)N1COCC(CO)([N+](=O)[O-])C1` (centres undefined)?
FBW7 activator: 0.0; MITF primary: -7; TEAD-YAP block: 3; GPR151 activ: 0.4

Random excerpt: four compounds from above
What do the screens show for `CCOC(=O)c1cnn(-c2nnc(-c3ccc(C)cc3)c3ccccc23)c1N`?
FBW7 activator: 0.2; MITF primary: -3; TEAD-YAP block: -8; GPR151 activ: -0.8

What do the screens show for `COC(c1ccccc1)c1nnc(CCC(=O)NC2CCN(c3cccc(C)c3)CC2)o1` (centres undefined)?
FBW7 activator: 0.0; MITF primary: 8; TEAD-YAP block: -7; GPR151 activ: -0.7

What do the screens show for `Nc1ccc(-c2cn3c(NC(=O)c4ccccc4)cnc3cn2)cc1`?
FBW7 activator: 0.2; MITF primary: 28; TEAD-YAP block: 0; GPR151 activ: -0.1

How did CNC(=O)c1ccc(-c2cccc(Cl)c2)nc1N1CCOCC1 do in these assays?
FBW7 activator: 0.2; MITF primary: 7; TEAD-YAP block: -17; GPR151 activ: -1.3

Entries shown so far with a tert-butyl group:
What do the screens show for `CC(C)(C)c1nnc(NC(=O)C2CCN(c3ncccn3)CC2)s1`?
FBW7 activator: 0.0; MITF primary: -14; TEAD-YAP block: 10; GPR151 activ: 2.3

What do the screens show for `CC(C)(C)N1COCC(CO)([N+](=O)[O-])C1` (centres undefined)?
FBW7 activator: 0.0; MITF primary: -7; TEAD-YAP block: 3; GPR151 activ: 0.4

Going on with the list.
Results for CCc1sc(NC(=O)COC)nc1-c1ccccc1 ?
FBW7 activator: 0.6; MITF primary: 5; TEAD-YAP block: 3; GPR151 activ: -1.0

How did O=c1c2cc([N+](=O)[O-])ccc2ncn1Cc1ccc(Cl)cc1Cl do in these assays?
FBW7 activator: 0.1; MITF primary: 15; TEAD-YAP block: 7; GPR151 activ: -0.6

Results for CCC(=O)N1c2ccccc2-c2nnc(SC)nc2OC1c1cccc(OC)c1 (centres undefined) ?
FBW7 activator: 0.6; MITF primary: 15; TEAD-YAP block: -13; GPR151 activ: -1.2

What do the screens show for `Cc1ccc(C(=O)Nc2c3c(nn2-c2ccc(C)cc2)CS(=O)(=O)C3)cc1`?
FBW7 activator: -0.1; MITF primary: 1; TEAD-YAP block: 7; GPR151 activ: 1.1

What do the screens show for `COc1ccc(Cl)c2c1N[C@@H](c1cccc3ccccc13)[C@H]1CC=C[C@@H]21`?
FBW7 activator: 0.0; MITF primary: 18; TEAD-YAP block: 3; GPR151 activ: 0.6

What do the screens show for `CC1CC(C)CN(CCCNC(=O)C2CCCN(S(C)(=O)=O)C2)C1` (centres undefined)?
FBW7 activator: 0.0; MITF primary: 11; TEAD-YAP block: 0; GPR151 activ: 0.0

How did c1csc(-c2cnc3ccc(NCC4CC4)nn23)c1 do in these assays?
FBW7 activator: 0.7; MITF primary: 6; TEAD-YAP block: 20; GPR151 activ: 3.2

How did CN(Cc1ccccc1)C(=O)c1ccc2c(c1)NC(=O)c1ccccc1N2 do in these assays?
FBW7 activator: -0.1; MITF primary: 13; TEAD-YAP block: -5; GPR151 activ: 0.6

Results for Cc1c(C)c2ccc(OCC(=O)OCc3ccccc3)c(C)c2oc1=O ?
FBW7 activator: 0.9; MITF primary: 6; TEAD-YAP block: -3; GPR151 activ: -1.7

How did CNC(=O)/C(C#N)=C/c1ccc(-c2cc([N+](=O)[O-])ccc2Cl)o1 do in these assays?
FBW7 activator: 1.4; MITF primary: 16; TEAD-YAP block: 3; GPR151 activ: -0.9

How did CC(=O)Nc1ccc(NC(=O)/C=C/c2ccc(C)cc2)cc1 do in these assays?
FBW7 activator: 0.2; MITF primary: 0; TEAD-YAP block: -73; GPR151 activ: 0.1

What do the screens show for `O=C(Cc1ccccn1)N1CCC(c2ncncc2-c2ccncc2)CC1`?
FBW7 activator: 0.1; MITF primary: 11; TEAD-YAP block: 2; GPR151 activ: 0.0

What do the screens show for `O=C(NCCO)c1cccc(-c2cnc3c(n2)[nH]c(=O)n3-c2ccccc2)c1`?
FBW7 activator: 0.3; MITF primary: 5; TEAD-YAP block: 8; GPR151 activ: 0.2

Results for CC(=O)Oc1ccc(-c2cccc(C(=O)OC(C)C)c2)cc1 ?
FBW7 activator: 0.1; MITF primary: 0; TEAD-YAP block: -51; GPR151 activ: -0.7

What do the screens show for `N#CC1=C(N)SC(N)=C(C#N)C1c1cc(Br)ccc1F`?
FBW7 activator: 0.0; MITF primary: -2; TEAD-YAP block: -6; GPR151 activ: -0.1

How did COc1ccc(/C=N/NC(=O)c2ccc(Cl)cc2)cc1 do in these assays?
FBW7 activator: 0.1; MITF primary: 6; TEAD-YAP block: -25; GPR151 activ: -1.0

What do the screens show for `COc1ccc(C(=O)NC(=S)Nc2ccc(NC(=O)c3ccco3)c(OC)c2)cc1`?
FBW7 activator: 0.0; MITF primary: 3; TEAD-YAP block: 6; GPR151 activ: 1.1

What do the screens show for `CCN(CC)S(=O)(=O)c1ccc(C(=O)Nc2nc(-c3ccc(C)cc3)c(-c3ccccc3)s2)cc1`?
FBW7 activator: -0.1; MITF primary: -13; TEAD-YAP block: 11; GPR151 activ: -0.7

How did CCOC(=O)c1ccc(SCC2CCCO2)c([N+](=O)[O-])c1 (centres undefined) do in these assays?
FBW7 activator: -0.2; MITF primary: 4; TEAD-YAP block: -62; GPR151 activ: 1.6

What do the screens show for `COc1cccc(NC(=O)Cn2c(=O)n(Cc3ccco3)c(=O)c3oc4ccccc4c32)c1`?
FBW7 activator: 0.0; MITF primary: -7; TEAD-YAP block: 4; GPR151 activ: 0.2

Assay outcomes: PubChem BioAssay, The Scripps Research Institute Molecular Screening Center
